IDE cell inh – inhibits human insulin-degrading enzyme in HEK cells | FAbetaB cleavage, fluorescence polarization | 320,000 tested, 0.41% active | AID 434962 | inhibition, % at 5.59 µM;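 active = percent inhibition above the average of all tested compounds plus 3 SD, set per screening campaign, cut at about 16% in these data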;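 note: IDE supplied by intact live HEK cells; FP after avidin binding of uncleaved biotin substrate so inhibition keeps polarization high; 0% = DMSO wells and 100% = 60 µM reference IDE inhibitor Ii1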
Target sequence (P14735 whole entry, looked up): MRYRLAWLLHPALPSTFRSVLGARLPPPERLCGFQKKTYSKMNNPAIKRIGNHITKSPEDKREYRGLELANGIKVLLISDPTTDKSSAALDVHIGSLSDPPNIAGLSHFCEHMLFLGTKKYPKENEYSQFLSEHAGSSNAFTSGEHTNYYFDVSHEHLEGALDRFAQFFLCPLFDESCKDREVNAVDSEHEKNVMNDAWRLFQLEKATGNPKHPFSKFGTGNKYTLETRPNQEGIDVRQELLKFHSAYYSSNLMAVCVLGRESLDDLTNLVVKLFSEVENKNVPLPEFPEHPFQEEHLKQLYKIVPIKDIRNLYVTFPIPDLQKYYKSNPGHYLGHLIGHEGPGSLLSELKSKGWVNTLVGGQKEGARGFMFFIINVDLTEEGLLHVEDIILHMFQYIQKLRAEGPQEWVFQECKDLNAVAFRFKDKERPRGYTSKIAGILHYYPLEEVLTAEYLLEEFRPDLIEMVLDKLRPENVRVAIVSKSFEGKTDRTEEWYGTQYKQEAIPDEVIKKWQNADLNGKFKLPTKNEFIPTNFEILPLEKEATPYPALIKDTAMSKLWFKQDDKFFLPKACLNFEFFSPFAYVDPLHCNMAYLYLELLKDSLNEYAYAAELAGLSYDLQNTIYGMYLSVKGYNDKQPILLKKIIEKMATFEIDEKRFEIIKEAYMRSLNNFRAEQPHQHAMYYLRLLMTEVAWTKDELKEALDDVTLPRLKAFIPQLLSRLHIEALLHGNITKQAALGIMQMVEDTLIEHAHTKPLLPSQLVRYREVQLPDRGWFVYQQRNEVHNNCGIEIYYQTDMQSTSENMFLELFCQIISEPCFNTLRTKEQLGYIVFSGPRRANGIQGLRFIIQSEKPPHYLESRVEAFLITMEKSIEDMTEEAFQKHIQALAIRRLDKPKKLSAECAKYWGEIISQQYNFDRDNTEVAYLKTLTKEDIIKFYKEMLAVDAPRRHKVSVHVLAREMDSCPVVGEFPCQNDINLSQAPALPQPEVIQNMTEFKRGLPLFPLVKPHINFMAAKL
IDE act – boosts human insulin-degrading enzyme activity in HEK cells; P14735; FAbeta-B cleavage, fluorescence polarization; 0% vehicle, 100% cell-free pure enzyme wells; activation, % at 5.96 µM; 340,000 tested, 0.073% active; AID 493087;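 active = activation above the mean of all tested compounds plus 3 SD, set per screening campaign, cut at about 17% in these data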
Numbers without * were called inactive. Only part of the results is shown, so the mix of outcomes need not match the whole.

SMILES | IDE cell inh | IDE act
COc1ccc(NC(=O)[C@@H]2CCCN2S(=O)(=O)c2cccc3cccnc23)cc1 | 3.0 | 1.9
C[C@H]1CN=C(N(C)C)N1CCc1ccccc1 | 2.2 | 0.1
CCOc1ccc(C(=O)C(C)OC(=O)c2cnc(C)cn2)cc1 (stereo unspecified) | -2.9 | -1.3
CC(C)=C[C@H]1C[C@H](C)[C@H]2CC[C@H](C)c3c(O[C@@H]4OC[C@@H](O)[C@H](O)C4O)c(O)c(C)c1c32 (stereo partly specified) | -4.9 | 1.0
C=C1C(=O)O[C@@]23[C@H]1CC[C@@H](C)[C@@H]2CC[C@@]1(C)O[C@@H]31 | 8.2 | -1.8
CN(C)C(=O)c1ccc(NC(=O)c2ccccc2SCC(=O)N2CCCC2)cc1 | 1.5 | 1.9
Cc1cc(C)n(CC(=O)Nc2ccc3c(c2)OCO3)c(=O)c1C#N | 0.9 | 1.7
C=C[C@@H]1c2cc(C)ccc2N(S(=O)(=O)c2ccc(C)cc2)[C@H](c2ccccc2)C1(C#N)S(=O)(=O)c1ccccc1 (stereo partly specified) | 3.1 | -4.7
CCCCn1c(N)c(N(CC)C(=O)Cc2ccc(S(=O)(=O)N3CCOCC3)s2)c(=O)[nH]c1=O | 1.2 | 2.3
Cc1ccc(S(=O)(=O)N(C)c2ccc(C(=O)Nc3ccccn3)cc2)cc1 | 1.9 | 3.6
COc1cccc(-c2ncc3ccccc3c2CO)c1 | 7.4 | 0.4
CCOC(=O)C1=C(CC)Nc2ccccc2N=C1NC(=O)c1cc(C)on1 | 0.0 | 4.5
COc1ccc(C(=O)Nc2cccc(S(=O)(=O)NC3=NCCCCC3)c2)cc1 | -0.4 | -0.4
CC(C)c1ccc(NC(=O)CSc2nc(=O)n(CCN3CCOCC3)c3c2CCC3)cc1 | -2.9 | 5.4
COc1ccccc1C(=O)NC(=O)CSc1nnnn1C | -1.3 | 6.9
N#Cc1ccc(OCC(=O)OCC(=O)Nc2ccc(N3CCOCC3)cc2)cc1 | -4.2 | 1.6
CC(=O)N1CCCc2ccc(NS(=O)(=O)c3ccc(C)cc3)cc21 | -5.9 | 3.3
COc1cccc(OC)c1C(=O)OCC(=O)NCc1ccco1 | 1.5 | 2.0
Cc1ccccc1OCC(=O)N(Cc1ccco1)c1c(N)n(Cc2ccccc2)c(=O)[nH]c1=O | 3.0 | 3.0
CCN(CC(=O)Nc1c(F)cccc1F)C(=O)/C=C/c1ccc(Br)s1 | -1.7 | 9.9
CN(C(=O)COC(=O)c1ccc2c(c1)OCO2)C1CCCCC1 | -2.6 | -4.2
CCN(CC(=O)Nc1ccccc1C(F)(F)F)C(=O)c1cc(-c2ccccc2)nn1-c1ccccc1 | -5.5 | 2.6
O=[N+]([O-])c1cc(S(=O)(=O)N2CCOCC2)ccc1NS(=O)(=O)c1ccccc1 | 0.7 | 3.1
CC1(c2nnc(-c3ccc(F)cc3)o2)CC(c2cccnc2)=NO1 (stereo unspecified) | 0.3 | 3.8
C=CCC[C@H](Cc1ccc(F)cc1)C(=O)OC[C@@H](NC(=O)[C@@H](CC=C)CC(=O)N(CCO)Cc1ccccc1)C(C)(C)C | -2.6 | 6.1
CCOc1ccccc1N1CCN(C(=O)Cc2ccc(S(=O)(=O)N3CCOCC3)s2)CC1 | 0.8 | 2.2
COc1cccc(C(=O)NCC(=O)OC(C)C(=O)NC23CC4CC(CC(C4)C2)C3)c1 (stereo unspecified) | 1.1 | 2.6
Cc1cccc2cccnc12 | -2.1 | 2.3
CC(C)(C)c1ccc(NC(=O)C2=CN3CCS(=O)(=O)N=C3C=C2)cc1 | 0.4 | 2.1
COc1cccc(NC(=O)CCc2ccccc2)c1 | -1.6 | 6.3
COC(=O)[C@@]12CCCCN1[C@H](c1ccc(-c3cccc(Cl)c3)c(OC)c1)[C@H]1C(=O)N(C)C(=O)[C@H]12 | -2.1 | 4.1
CCCCn1c(N)c(N(CCOC)C(=O)c2ccc(F)c(S(=O)(=O)N3CCOCC3)c2)c(=O)[nH]c1=O | 1.9 | 2.2
C[C@H](NC(=O)c1ccco1)C(=O)OCC(=O)N1CC(=O)Nc2ccccc21 | -8.5 | 1.9
CC(C)N(C(=O)[C@H]1CC(CC(=O)NCc2ccco2)C(=O)N2CCc3c([nH]c4ccccc34)[C@]12C)C(C)C (stereo partly specified) | 4.8 | -2.0
Cc1ccc(C(=O)OCC(=O)N2CCCCCC2)c(O)c1 | 1.2 | 3.8
CC1(C)CC2CC(C)(CN2S(=O)(=O)c2cccc(C(N)=O)c2)C1 (stereo unspecified) | 1.8 | 2.3

For convenience, 15 of the compounds above:
SMILES | IDE cell inh | IDE act
Cc1ccccc1OCC(=O)N(Cc1ccco1)c1c(N)n(Cc2ccccc2)c(=O)[nH]c1=O | 3.0 | 3.0
CCN(CC(=O)Nc1c(F)cccc1F)C(=O)/C=C/c1ccc(Br)s1 | -1.7 | 9.9
CN(C(=O)COC(=O)c1ccc2c(c1)OCO2)C1CCCCC1 | -2.6 | -4.2
CCN(CC(=O)Nc1ccccc1C(F)(F)F)C(=O)c1cc(-c2ccccc2)nn1-c1ccccc1 | -5.5 | 2.6
O=[N+]([O-])c1cc(S(=O)(=O)N2CCOCC2)ccc1NS(=O)(=O)c1ccccc1 | 0.7 | 3.1
CC1(c2nnc(-c3ccc(F)cc3)o2)CC(c2cccnc2)=NO1 (stereo unspecified) | 0.3 | 3.8
C=CCC[C@H](Cc1ccc(F)cc1)C(=O)OC[C@@H](NC(=O)[C@@H](CC=C)CC(=O)N(CCO)Cc1ccccc1)C(C)(C)C | -2.6 | 6.1
CCOc1ccccc1N1CCN(C(=O)Cc2ccc(S(=O)(=O)N3CCOCC3)s2)CC1 | 0.8 | 2.2
COc1cccc(C(=O)NCC(=O)OC(C)C(=O)NC23CC4CC(CC(C4)C2)C3)c1 (stereo unspecified) | 1.1 | 2.6
Cc1cccc2cccnc12 | -2.1 | 2.3
CC(C)(C)c1ccc(NC(=O)C2=CN3CCS(=O)(=O)N=C3C=C2)cc1 | 0.4 | 2.1
COc1cccc(NC(=O)CCc2ccccc2)c1 | -1.6 | 6.3
COC(=O)[C@@]12CCCCN1[C@H](c1ccc(-c3cccc(Cl)c3)c(OC)c1)[C@H]1C(=O)N(C)C(=O)[C@H]12 | -2.1 | 4.1
CCCCn1c(N)c(N(CCOC)C(=O)c2ccc(F)c(S(=O)(=O)N3CCOCC3)c2)c(=O)[nH]c1=O | 1.9 | 2.2
C[C@H](NC(=O)c1ccco1)C(=O)OCC(=O)N1CC(=O)Nc2ccccc21 | -8.5 | 1.9

(more compounds)
SMILES | IDE cell inh | IDE act
O=C(NCC1COc2ccccc2O1)c1ccc(Cl)c(S(=O)(=O)N2CCCC2)c1 (stereo unspecified) | 3.5 | -0.9
CC(C)(C)c1ccc(C(=O)NC(=O)COC(=O)CCS(=O)(=O)c2ccccc2)cc1 | -2.0 | -1.4
Cc1csc(N2CCCC2c2nc3cc(Cl)c(N4CCCCC4)cc3n2CCOCCO)n1 (stereo unspecified) | 0.6 | -1.4
COc1ccccc1CNC(=O)CSc1nc(=O)n(Cc2ccncc2)c2c1CCC2 | 5.5 | 2.4
CC(C)N(C(=O)CSc1nnc(NC2CC2)s1)c1ccccc1 | 4.0 | 5.0
O=C(O)C(Oc1ccc2ccccc2c1)c1ccccc1 (stereo unspecified) | 9.2 | -5.9
COc1ccc(C(=O)OCC(=O)N2CCOCC2)cc1S(=O)(=O)N1CCOCC1 | 0.5 | 3.0
CCOc1ccc(NC(=O)COC(=O)CSCC(=O)Nc2ccc(C)cc2C)cc1 | 0.3 | 0.6
COc1ccc(NC(=O)CN(C)C(=O)c2ccc(NS(=O)(=O)c3ccc(C)c([N+](=O)[O-])c3)cc2)cc1 | -1.7 | -2.9
C[C@@H]1CN([C@@H](C)CO)C(=O)c2cc(NC(=O)C3CC3)ccc2O[C@@H]1CN(C)C(=O)NC1CCCCC1 | 10.1 | -2.2
COCCNC(=O)c1onc(CSc2ccccn2)c1C(=O)NCCOC | -1.4 | 0.5
Cc1cc(OCC(=O)OCC(=O)NC2CCCCCC2)ccc1Cl | -2.4 | 7.4
CCN1C(=O)[C@@H]2[C@H](C1=O)[C@@H]1C(=O)Nc3ccccc3C(=O)N1[C@@H]2c1ccc(Br)cc1 | -1.9 | 3.7
C[C@H](CO)N1C[C@H](C)[C@@H](CN(C)Cc2ccc3c(c2)OCO3)Oc2c(NC(=O)Cc3ccccc3)cccc2C1=O | 1.1 | 0.2
Cc1cc(C)[n+](Cc2ccccc2)cc1C(N)=O | -8.5 | 3.2
O=C(CN1CCCC1c1cccs1)Nc1cccc(S(=O)(=O)N2CCCC2)c1 (stereo unspecified) | -2.0 | 3.0
Cc1cccc(C(=O)NCC(=O)OCC(=O)NC2CCCCC2)c1 | 4.9 | 4.7
CC(=O)[C@H]1CC[C@H]2[C@@H]3CC=C4C[C@@H](O)CC[C@]4(C)[C@H]3CC[C@]12C | -7.2 | -1.2
CCOc1ccc(NC(=O)CSc2nc(=O)n(CCN3CCOCC3)c3c2CCCC3)cc1 | 4.3 | 2.7
CCOC(=O)c1csc(NC(=O)c2cc(-c3ccccn3)nc3ccccc23)n1 | -0.8 | 2.1
O=C(CNC(=O)COc1ccccc1)NCCN1CCOCC1 | -2.6 | 4.8
CCCc1cc(=O)[nH]c(SCC(=O)Nc2ccc3ccccc3c2)n1 | 1.0 | 4.6
CN(CC(=O)Nc1ccc(Cl)c(C(F)(F)F)c1)C(=O)CNC(=O)C1CCCCC1 | 4.0 | 1.6
Cc1ccc(SCC(=O)OCC(=O)NCCc2ccccc2)cc1C | 3.5 | -0.2
CCCCN1C(=O)c2ccc(C(=O)NC3(C)CCS(=O)(=O)C3)cc2C1=O (stereo unspecified) | 0.1 | -0.1
CCCCCCSc1ccc(-c2nc3cc(C)ccn3c2NC2CCCCC2)cc1 | 1.5 | -2.4
COc1ccc(C)cc1S(=O)(=O)N1CCN(C)CC1c1ccccc1 (stereo unspecified) | -5.1 | 1.7
CC1(C)C2CCC1(CS(=O)(=O)N1CCCC1C(=O)O)C(=O)C2 (stereo unspecified) | -0.4 | -0.1
CC(C(=O)OCC(=O)NC1CCCCC1)N1C(=O)c2ccccc2C1=O (stereo unspecified) | -4.3 | 2.9
Cc1cc(C(=O)OCC(=O)N2CCC(C)CC2)c2ccccc2n1 | 4.2 | 0.7
Nc1ncnc2c1nc(Sc1ccc(Cl)cc1)n2[C@@H]1O[C@@H]2COP(=O)(O)O[C@H]2[C@H]1O | -4.1 | 0.5
CCCCn1c(N)c(N(CCOC)C(=O)c2ccc(-c3ccccc3)cc2)c(=O)[nH]c1=O | -1.0 | 5.0
Cc1cccc(N(Cc2ccccc2)C(=O)CSC(C)C(=O)Nc2cc(C)on2)c1 (stereo unspecified) | -2.6 | 0.7
O=[N+]([O-])c1ccc(Oc2ccc(S(=O)(=O)N3CCOCC3)cn2)cc1 | -1.8 | 4.9
Cc1c(C(=O)N2CCN(S(=O)(=O)c3ccccc3F)CC2)oc2c(Cl)cccc12 | -0.6 | 0.3
O=C(COC(=O)c1ccc(C(F)(F)F)cc1)Nc1cccc(S(=O)(=O)NC2=NCCCCC2)c1 | -1.6 | 3.8
CC(C)=CCC/C(C)=C/COc1c2occc2cc2ccc(=O)oc12 | 0.7 | -1.9
COc1ccc(S(N)(=O)=O)cc1C(=O)NNC(=O)CN(C)S(=O)(=O)c1ccc(Cl)cc1 | -4.3 | -0.7
O=C(Nc1ccc(C(F)(F)F)cc1)c1ccccc1-n1cnnn1 | -5.8 | -0.6
CN(CC(=O)Nc1ccccc1Cl)C(=O)C1CCN(C(=O)c2ccc(F)cc2)CC1 | -2.0 | 2.5
O=C(CN1C(=O)NC2(CCCC2)C1=O)NCc1ccccc1 | 3.6 | 1.2
COc1ccc(Cl)cc1C(=O)NNC(=O)c1cc2ccccc2o1 | 2.6 | 2.4
CN(CC(=O)Nc1ccc(F)cc1)C(=O)COc1ccccc1Cc1ccccc1 | 4.0 | 5.5
C=CC[C@@H](CC(=O)NCCO)C(=O)N[C@H](COC(=O)[C@@H](CC=C)Cc1ccc(F)cc1)Cc1c[nH]c2ccccc12 | 4.5 | 3.2
COc1cccc(C(=O)OCC(=O)NC23CC4CC(CC(C4)C2)C3)c1 | -0.3 | 2.2
CCOc1ccccc1OCC(=O)OCC(=O)c1c(N)n(CC(C)C)c(=O)n(C)c1=O | 5.0 | 0.8
O=C(CCN=C1NS(=O)(=O)c2ccccc21)OCc1ccccc1 | 8.4 | -3.3
O=C(COC(=O)c1ccc([N+](=O)[O-])o1)NCc1ccc2c(c1)OCO2 | -0.8 | -2.4
C=CCSc1nnc(NC(=O)C2=COCCO2)s1 | 0.5 | 1.8
Cc1c2ccccc2nc2ccccc12 | 1.1 | 3.0
O=C(CSc1nc(=O)n2cc(Cl)ccc2n1)Nc1ccc2c(c1)OCCO2 | 5.8 | 1.8
O=C(CNC(=O)c1ccccc1)OCC(=O)c1ccc(Cl)s1 | 0.0 | 1.8
CCOc1ccc(C(C)=O)cc1COC(=O)CN1C(=O)NC2(CCCC2)C1=O | 1.5 | -0.2
O=C(OCC(=O)N1CCOCC1)c1ccccc1OCc1ccccc1 | -1.3 | 2.0
CN(C)C(CNC(=O)CCNC(=O)c1ccc(Br)cc1)c1ccco1 (stereo unspecified) | 0.0 | 1.9
O=C(NCC(c1ccco1)N1CCc2ccccc2C1)c1ccc(F)cc1 (stereo unspecified) | 6.0 | -1.0
O=C(Nc1cc(C(=O)N2CCN(c3ccccc3)CC2)ccc1Cl)c1cccs1 | 4.6 | 1.7
COc1ccc(-n2c(=O)c(CCC(=O)N3CCC(C)CC3)nc3ccccc32)cc1 | 0.5 | 4.2
Cc1ccc(NCC(=O)Nc2cccc(S(=O)(=O)N(C)C)c2)cc1S(=O)(=O)N1CCCCCC1 | -4.5 | 2.9
COc1ccc(C)c2sc(N(CCCN(C)C)C(=O)CS(=O)(=O)c3ccc(F)cc3)nc12 | -0.5 | -3.4
CN1CCN(CC(C)(C)NS(=O)(=O)c2ccccc2)CC1 | 1.5 | 5.5

Bioassay records deposited in PubChem by The Scripps Research Institute Molecular Screening Center.
